D2 PAM = D2 dopamine receptor (human) potentiation; P14416; HEK293 T-REx D2, calcium flux, EC20 dopamine potentiation; potentiation, % at 10 µM; 340,000 compounds, 0.34% hits; AID 485347;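 active means potentiation over 3 SD above the plate norm, cut at about 30% in these data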; further: 0% is about no effect
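Potentiation of an EC20 dopamine calcium response is measured in a force-coupled, tetracycline-inducible Hek293 Trex D2 line. Compound-only kinetic reads over 180 s flag agonists before dopamine addition.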
RXFP1 antagonist = blocks the human relaxin receptor RXFP1 | activity change, negative = inhibition, % at 57.5 µM | 350,000 compounds, 0.59% hits | HEK293-RXFP1, relaxin-stimulated cAMP HTRF, 30 min; active compounds read low | Q9HBX9;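 active means activity change of -60% or lower, but not beyond a set lower limit; inconclusive means change between -60% and -40%, or beyond the set limit; inactive means change above -40%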; further: on the % scale 0 is the no-effect control and ±100 the full control effect
Target sequence (Q9HBX9 whole entry, looked up): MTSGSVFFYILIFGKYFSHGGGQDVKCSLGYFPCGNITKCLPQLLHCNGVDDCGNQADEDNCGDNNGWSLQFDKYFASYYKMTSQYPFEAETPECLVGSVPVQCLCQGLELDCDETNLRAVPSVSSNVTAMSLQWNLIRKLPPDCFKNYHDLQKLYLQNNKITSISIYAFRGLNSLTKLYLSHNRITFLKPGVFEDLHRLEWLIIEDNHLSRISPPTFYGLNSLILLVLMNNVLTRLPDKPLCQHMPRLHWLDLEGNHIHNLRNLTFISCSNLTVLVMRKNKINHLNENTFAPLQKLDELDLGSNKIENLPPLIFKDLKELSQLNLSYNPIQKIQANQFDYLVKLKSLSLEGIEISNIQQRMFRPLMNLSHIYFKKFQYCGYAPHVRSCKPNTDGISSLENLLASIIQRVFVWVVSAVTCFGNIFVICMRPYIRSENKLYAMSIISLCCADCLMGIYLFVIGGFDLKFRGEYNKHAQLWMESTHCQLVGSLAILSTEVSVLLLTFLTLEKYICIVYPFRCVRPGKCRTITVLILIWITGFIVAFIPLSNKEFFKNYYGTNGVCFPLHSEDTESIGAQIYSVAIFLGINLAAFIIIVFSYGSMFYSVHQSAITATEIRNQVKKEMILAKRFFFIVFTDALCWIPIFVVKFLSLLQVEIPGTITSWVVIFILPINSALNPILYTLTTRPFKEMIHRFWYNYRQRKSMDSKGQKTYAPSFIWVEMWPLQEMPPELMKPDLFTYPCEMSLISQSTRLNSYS
D1 PAM = enhances dopamine response at the human D1 receptor | P21728 | HEK293 TREx D1 cells, calcium flux, dopamine EC20 potentiation | potentiation, % at 10 µM | 360,000 compounds, 0.036% hits; in the data active means potentiation above about 30%; further: 0% is about no effect
Vif-APOBEC3G blk = inhibitors of Vif-APOBEC3G interaction. 410,000 compounds, 0.076% hits. AID 602310. Potency, µM (titrated, usually from 46.1 µM), for inactives: at the top dose activity, negative = active, actives largely listed as inhibitors. HeLa A3G-eYFP + Vif (tagged APOBEC3G with the HIV-1 protein that degrades it), YFP fluorescence, overnight. Q9HC16;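 further: potency means the concentration at half of the fitted maximal effect; on the % scale 0 is the no-effect control and ±100 the full control effect; nearly all actives have a fitted effect of over 60% in size; hits raise eYFP signal because A3G escapes Vif-driven loss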
Target sequence (Q9HC16 whole entry, looked up): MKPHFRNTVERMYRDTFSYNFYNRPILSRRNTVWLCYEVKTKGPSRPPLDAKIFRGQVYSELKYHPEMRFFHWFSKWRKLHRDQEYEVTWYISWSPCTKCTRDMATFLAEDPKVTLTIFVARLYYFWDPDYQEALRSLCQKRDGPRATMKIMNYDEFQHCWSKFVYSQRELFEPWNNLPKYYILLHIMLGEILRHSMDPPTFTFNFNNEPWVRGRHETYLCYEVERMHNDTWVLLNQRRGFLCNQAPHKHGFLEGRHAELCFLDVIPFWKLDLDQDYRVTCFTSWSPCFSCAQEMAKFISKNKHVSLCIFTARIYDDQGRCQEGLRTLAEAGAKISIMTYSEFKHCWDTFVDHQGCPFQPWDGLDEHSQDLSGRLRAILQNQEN
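Read-out is eYFP fluorescence (Ex 488/Em 500-530) from Vif-expressing HeLa A3G-eYFP cells; more signal means A3G escaped Vif-mediated degradation. Cells plated overnight, compound pinned in, incubated overnight at 37 deg C.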
Vif-A3F inh = blocks the Vif interaction with APOBEC3F. Potency, µM (series often up to 46.1 µM), inactives show at the highest dose activity, negative = active. AID 602313. 390,000 compounds, 0.2% hits. HeLa A3F-eYFP + Vif (tagged APOBEC3F with the HIV-1 protein that degrades it), YFP fluorescence increase; further: potency means the concentration at half of the fitted maximal effect; % of control where 0% means no effect; nearly all actives have a fitted effect of over 65% in size
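HeLa cells stably expressing Vif plus C-terminally eYFP-tagged A3F were seeded, incubated overnight at 37 deg C, dosed with compound, incubated overnight again at 37 deg C. Yellow fluorescence (Ex 488/Em 500-530) reported blocked Vif-mediated A3F-eYFP degradation.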
RXFP1 agonist = activates the human relaxin receptor RXFP1; Q9HBX9; HEK293T-RXFP1 cAMP TR-FRET, 30 min; response scale: percent of porcine relaxin response, buffer zero; Potency, µM (highest dose often 57.5 µM), for inactives: top-dose activation, actives largely listed as activators; 370,000 compounds, 0.3% hits; further: potency means the concentration at half of the fitted maximal effect; on the % scale 0 is the no-effect control and ±100 the full control effect; nearly all actives have a fitted effect of over 60% in size; many of its hits are not listed in these tables
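Agonist response is measured as cAMP accumulation in an RXFP1-transfected HEK293T line under PDE4 inhibition. Values are scaled between buffer-only and 29 nM porcine relaxin, and EC50s come from standard Hill equation fits.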
D1 ag = activates the human D1 dopamine receptor | 360,000 compounds, 1% hits | P21728 | AID 504660 | HEK293 T-REx D1 cells, calcium flux, agonist mode | activation, % at 2 µM; in the data active means activation above about 30%; further: 0% is about no effect
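Agonism was scored from calcium flux recorded over 180 s (1 read/s) after pintool compound addition, following a 10-cycle baseline. Cells were inducible force-coupled HEK293 TREx D1, plated overnight at 30 C and loaded with no-wash calcium dye.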
Glioma ERSR ind = induces the endoplasmic reticulum stress response in human glioma cells. U87-MG GRP78 promoter luciferase reporter, 16 h. Potency, µM, for inactives: at the top dose activation, most hits filed as activators. 420,000 compounds, 0.02% hits; further: potency means the concentration at half of the fitted maximal effect; series mostly up to about 76 µM; % of control where 0% means no effect; nearly all actives have a fitted effect of over 35% in size
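Stably transfected U87-MG human glioma cells carrying a GRP78-based luminescent sensor were seeded at 1000 cells/well, pin-dosed with compounds and incubated 16 h. Luciferase reagent was then added, and end-point luminescence was read after 10 min at room temperature.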
D1 antagonist = blocks dopamine activation of the human D1 receptor; HEK293 TREx D1 cells, calcium flux, dopamine EC80; active compounds read low; activity change, negative = inhibition, % at 10 µM; 360,000 compounds, 3.2% hits; in the data active means activity change below about -30%; further: on the % scale 0 is the no-effect control and ±100 the full control effect
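Calcium flux readout: force-coupled, inducible Hek293 Trex D1 line, cells induced overnight at 30 C with tetracycline, dye-loaded 30–90 min at RT. Antagonism scored against EC80 dopamine challenge given 180 s after compound.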
* = called active by the depositor; u = inconclusive; x = not tested or not shown; & = joins results of further samples. Unless noted, the call rests on the fitted dose curve; in most records, active means well fitted curve in the direction sought with a large enough effect; inconclusive means small, poorly fitted or top-dose-only effect, or another doubt; inactive means no such curve, though single readings can be large; an effect the other way counts as inactive or inconclusive.

SMILES	D2 PAM	RXFP1 antagonist	D1 PAM	Vif-APOBEC3G blk	Vif-A3F inh	RXFP1 agonist	D1 ag	Glioma ERSR ind	D1 antagonist
NC(=O)C[C@H](NC(=O)c1ccc(Cl)cc1)C(=O)OCc1ccccc1	x	-6	x	0%	0%	x	x	-3%	x
COc1ccc(OC)c(C2CC(=O)Nc3c2c(=O)n(C)c2ncnn32)c1 (stereo not given)	30	x	-3	0%	-3%	5.8%	0	0%	3
Cc1cccc(C)c1NC(=O)COC(=O)C1CC(=O)N(Cc2ccccc2)C1 (stereo not given)	8	-4	-12	0%	-23%	-0.9%	2	-5%	-13
CCOC(=O)c1c(NC(=O)c2cc(C(C)C)on2)sc(C(C)=O)c1C	-4&-5	5&8	-1&-3	4%&1%	-9%&6%	13%&1.4%	1&2	-2%&1%	1&7
CCC(C)(C)C1CCC(=NNS(=O)(=O)c2ccc(C)c([N+](=O)[O-])c2)CC1 (stereo not given)	10	6	-6	-1%	6%	-0.2%	0	-5%	4
Cc1ccc(-n2cc(-c3ccccc3)c3c(=O)[nH]cnc32)cc1	-25	x	-19	-5%	3%	0.4%	1	-1%	-66*
CCCCOc1ccc(S(N)(=O)=O)cc1	4	5	-4	0%	-10%	-1.2%	2	-1%	-5
Cc1ccc2c(CSc3nncn3C)cc(=O)oc2c1C	0	4	-1	-1%	2%	4.2%	0	-3%	5
Cc1ccc(C)c(CSc2nc3ccncc3n2CC(=O)Nc2ccc(N(C)C)cc2)c1	-4	x	-3	1%	8%	2.9%	-1	-4%	-9
Cc1cc2cc(CN(Cc3ccco3)C(=O)C3CCCCC3)c(=O)[nH]c2cc1C	1	-12	8	1%	x	5.4%	6	-7%	-2
Cc1cccc(N2N=C(C(=O)O)CCC2=O)c1	-1	4	-3	2%	1%	-1.1%	1	0%	-2
Cc1noc(/C=C/N(C)C)c1S(=O)(=O)N1CCCC(C(=O)NCc2ccc(Cl)cc2)C1 (stereo not given)	13	-16	-6	-5%	-5%	0.8%	8	-4%	-2
O=C(N/N=C/c1cccc([N+](=O)[O-])c1)c1ccc(CN2CCOCC2)cc1	-2	-6	-3	3%	-1%	3.7%	3	-3%	3
CC(C)(C)c1ccc(-c2nnc(SCCC#N)n2C2CCCC2)cc1	-4	-5	-3	1%	0%	-0.1%	0	-6%	0
COc1ccc(C(C(=O)Nc2ccc(C(C)C)cc2)N(Cc2ccco2)C(=O)CC2NC(=O)NC2=O)cc1 (stereo not given)	18	-13	3	-7%	0%	0.6%	12	0%	4
COc1ccccc1N1CCN(/N=C/c2ccc(Cl)c([N+](=O)[O-])c2)CC1	-12	8	3	0%	1%	-1.4%	4	7%	-1
CCCCc1n[nH]c2c1C(=O)CC(C)(C)C2	5	-7	3	0%	-1%	2.5%	2	-5%	5
COc1ccc(C(C)NC(=O)CC23CC4CC(CC(C4)C2)C3)cc1 (stereo not given)	x	1	0	-2%	5%	1.4%	2	-3%	6
CN(C(=O)Nc1cccc(C(F)(F)F)c1)C1CCCCC1	3	-7	3	2%	-5%	0.0%	19	-9%	-10
O=C(/C=C/c1ccco1)Nc1cccc(S(=O)(=O)N2CCOCC2)c1	4	-7	-2	-4%	7%	1.0%	0	-3%	-3
Cc1c(C(=O)Nc2nc(-c3ccccn3)cs2)oc2ccccc12	8	-10	-6	0%	u	2.5%	0	8%	0
COc1ccc(NC(=O)CN2CCN(CC#N)CC2)cc1	-5	-6	0	4%	-22%	2.9%	0	-5%	-1
Cc1cc(C(=O)N/N=C/c2ccc(Br)o2)n[nH]1	x	-1	-6	0%	-7%	0.7%	-1	3%	-11
Cc1cc(OCC(=O)C(C)(C)C)c2c(-c3ccccc3)cc(=O)oc2c1	1	1	-1	-1%	0%	2.4%	8	-1%	-12

Exported field by field: part of the list above.
molecule: CCCCc1n[nH]c2c1C(=O)CC(C)(C)C2
  D2 PAM: 5 | RXFP1 antagonist: -7 | D1 PAM: 3 | Vif-APOBEC3G blk: 0% | Vif-A3F inh: -1% | RXFP1 agonist: 2.5% | D1 ag: 2 | Glioma ERSR ind: -5% | D1 antagonist: 5
molecule: O=C(/C=C/c1ccco1)Nc1cccc(S(=O)(=O)N2CCOCC2)c1
  D2 PAM: 4 | RXFP1 antagonist: -7 | D1 PAM: -2 | Vif-APOBEC3G blk: -4% | Vif-A3F inh: 7% | RXFP1 agonist: 1.0% | D1 ag: 0 | Glioma ERSR ind: -3% | D1 antagonist: -3
molecule: Cc1cc(OCC(=O)C(C)(C)C)c2c(-c3ccccc3)cc(=O)oc2c1
  D2 PAM: 1 | RXFP1 antagonist: 1 | D1 PAM: -1 | Vif-APOBEC3G blk: -1% | Vif-A3F inh: 0% | RXFP1 agonist: 2.4% | D1 ag: 8 | Glioma ERSR ind: -1% | D1 antagonist: -12

Other results.
SMILES	D2 PAM	RXFP1 antagonist	D1 PAM	Vif-APOBEC3G blk	Vif-A3F inh	RXFP1 agonist	D1 ag	Glioma ERSR ind	D1 antagonist
Cc1ccc(C(=O)OCC(=O)N(C)C2CCS(=O)(=O)C2)cc1S(=O)(=O)N1CCOCC1 (stereo not given)	-1	-4	-1	1%	-3%	0.3%	-1	-6%	-6
COC(=O)CSc1nc2sc3c(c2c(=O)n1Cc1ccccc1)CCC(C(C)(C)C)C3 (stereo not given)	-1	x	-1	0%	0%	0.6%	1	0%	5
Nc1c(S(=O)(=O)c2ccccc2)c2nc3ccccc3nc2n1/N=C/c1ccco1	5	-8	-1	-7%	-16%	-0.1%	2	-5%	8
NS(=O)(=O)c1ccc(NC(=O)CSc2nc3c(cnn3-c3ccccn3)c(=O)[nH]2)cc1	3	-12	-7	-4%	-5%	-0.2%	1	-6%	-5
O=C(NCCCN1CCOCC1)c1coc2ccccc2c1=O	5	2	-2	-6%	6%	1.5%	1	2%	2
COc1cc(CNCCN(C)C)c(Br)cc1OC1CCCC1	1	0	-1	1%	6%	-2.5%	5	6%	-3
Cc1cc2[nH]ncc2cc1NC(=S)NC(=O)c1ccccc1	3	1	-2	-14%	-2%	-0.8%	16	0%	10
O=C(c1ncn[nH]1)N1CCN(c2nc(-c3ccccc3)cs2)CC1	4	x	2	1%	1%	-0.5%	9	4%	-4
CNC(=O)C1CN(C(=O)c2cccc(S(=O)(=O)N3CCc4ccccc43)c2)c2ccccc2O1 (stereo not given)	x	-2	x	0%	-9%	x	x	-5%	x
CC(=O)NCCc1c[nH]c2ccc(OCc3ccccc3)cc12	x	0	x	1%	1%	x	x	-5%	x
COC(=O)c1ccc(Cn2c(CN3CCOCC3)nc3ccccc3c2=O)o1	5	8	0	-2%	-19%	0.0%	3	-5%	-5
CC(C)c1ccc2c(c1)C(=O)NC(C)(C)C2	11	-15	1	0%	-2%	1.3%	0	3%	1
Cc1ccc(NC(=O)CS(=O)CC(=O)N(CC(=O)NC2CCCC2)c2ccc3c(c2)OCCO3)cc1 (stereo not given)	-3	-2	-1	-2%	9%	-1.0%	1	-2%	0
O=C(Nc1cccc2nsnc12)c1ccc(F)cc1	-11	-9	-6	-1%	3%	2.9%	2	-1%	-6
Cc1cccc(C(=O)Nc2ccc(N3CCN(S(C)(=O)=O)CC3)cc2)c1	1	-4	-1	1%	-5%	-0.5%	16	1%	-4
COc1ccc(NC(=O)[C@H](C)NC(=O)C2CCN(S(=O)(=O)c3ccc(OC)cc3)CC2)cc1	1	-2	-1	0%	6%	-2.1%	1	-2%	5
COc1ccc(C(=O)OCC(=O)Nc2ccc(N3CCOCC3)cc2)cc1OC	6	-6	x	-9%	0%	-0.5%	14	2%	-16
CC(C)CSC1=NSC2=NC(=O)/C(=C\c3ccccc3)C(=N)N12	x	1	-2	-3%	u	0.3%	2	-4%	0
O=C(N1CCCCCC1)N1CCN(C(=O)N2CCOCC2)CC1	x	-9	-3	2%	-6%	-0.9%	2	-4%	1
COc1ccccc1NC(=O)CSc1nc2ccccc2c(=O)n1CCC(=O)NC1CCCCC1	-7	-16	0	-1%	4%	3.6%	1	-2%	3
Cc1ccccc1C(=O)Nc1c(-c2cccs2)c(=O)c2ccccc2n1C	8	-3	-4	-1%	3%	4.8%	0	-5%	3
CC(C)NC(=S)N/N=C1\CCCc2ccccc21	-9	-2	0	3%	u	1.9%	-3	1%	10
COc1ccc(CC(=O)Nc2sc3c(c2C(N)=O)CCCC3)cc1OC	2	-18	-5	6%	13%	0.3%	5	-4%	-20
Cc1ccc(CCNC(=O)CCn2nc(-c3ccc(C)cc3)ccc2=O)cc1	-14	-33	-1	4%	-1%	3.9%	-1	-2%	10
Cc1cn(-c2ccc(Br)cc2)[nH]c1=O	-1	6	4	-4%	-1%	1.0%	4	8%	3
COC(=O)c1sccc1NC(=O)Cc1ccc(OC)cc1	-3	17	-1	-5%	-3%	4.3%	1	-1%	1
COC(=O)CC1Nc2ccccc2SC1=O (stereo not given)	-4	1	3	1%	-3%	0.0%	0	-4%	-1
Cc1c(CNC(=O)c2cnn3c2NC(c2ccc(Br)cc2)CC3C(F)(F)F)cnn1C (stereo not given)	7	-6	-6	-7%	3%	0.3%	19	-1%	-12
O=C(NC1CCSc2ccccc21)c1ccc(F)cc1 (stereo not given)	-2	-2	-2	1%	1%	0.4%	1	-2%	-22
COc1cccc(C(=O)N/N=c2\sc3ccccc3n2C)c1	-2	4	1	3%	-4%	-0.3%	0	0%	-6
COc1ccc(/C=C/C(=O)OCC(=O)N2CC(=O)Nc3ccccc32)cc1	x	0	-5	2%	-16%	-1.8%	-1	-2%	-1
CCCOC(=O)Nc1c(C)cccc1C(C)C	-1	-2	5	-4%	2%	2.0%	4	-5%	-9
COc1cccc(-n2ccnc2SCC(=O)NCc2ccccc2)c1	-4	-1	0	0%	-2%	0.7%	0	-2%	7
CCCc1nnc(SCC(=O)N2C(C)CCCC2C)n1CC (stereo not given)	0	10	-8	-2%	-7%	-1.5%	4	-3%	-24
CC(C)CCNC(=O)CCc1nnc2ccc(N3CCC(C)CC3)nn12	7	1	3	0%	-2%	9.7%	2	-4%	-2
Cc1cc(C)cc(NC(=O)C2CCCN2S(=O)(=O)c2ccc3c(c2)n(C)c(=O)c(=O)n3C)c1 (stereo not given)	-7	-12	-1	0%	-1%	2.4%	2	-2%	8

Bioassay records as filed in PubChem BioAssay.

An excerpt; count on the stated rates, not on these rows.
